Autophagy mod: autophagy modulation, high-content screen | MEF GFP-LC3 puncta imaging; test concentration mostly 10 µM | calls only at 10 µM (by protocol) | 0.98% of 190,000 active | AID 463193;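 active = percentage of spot-positive cells more than 3 SD above its plate mean, without a fluorescence outlier flag or 80% toxicity; inconclusive = no clear call, values can overlap the other calls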;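 also: spot-positive cell cutoff set from DMSO-treated cells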
b-catenin transl: alters nuclear translocation of beta-catenin in HeLa cells; 0.3% of 190,000 active; nuclear translocation activity, % at 5 µM; immunofluorescence imaging;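 active = nuclear translocation activity above 50% at 5 µM, with a well cell count of 50 or more; inconclusive = wells under 50 cells across six images, flagged as toxic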;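 also: per-cell ratio of nuclear to cytoplasmic median beta-catenin stain intensity; plate controls were DMSO negative control for no effect and GSK-3 inhibitor IX positive control for full effect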
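test system = HeLa cells, endogenous beta-catenin | dosing = single 5 µM dose plus 0.02–20 µM confirmation series | times = compound treatment 24 h, 37°C, 5% CO2 | technique = beta-catenin immunofluorescence imaging with DAPI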
T cell modulator: T cell immune modulation candidate; 2C CD8+ T cell-vesicle binding, flow cytometry; hits give low values; calls only at 7 µM; 0.068% of 330,000 active;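 active = response, share of CD8 T cells binding vesicles, and their 90th percentile fluorescence all below set limits, cut at about 80% in these data, passing the limit was not always enough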
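Assay system: 2C TCR transgenic mouse naive CD8+ T cells, MACS-purified | Read-out: CD8+ gate FL2 mean fluorescence as % of same-row positive control | Signal: High-throughput flow cytometry with anti-B7-1 and anti-CD8 staining | Timing: Binding step 1.5 h, 37 °C, antibody labelling 20 min, ice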
Insulin prom up: MIN6 insulin promoter up-regulation | MIN6 insulin promoter-GFP reporter, high-content imaging; hits give high values | z-score at 5 µM | 0.3% of 190,000 active | AID 1625;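 active = z-score above 3 at 5 µM with at least 500 cells counted in the well; inconclusive = wells under 500 cells, flagged as cytotoxic or low count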
WT yeast gro inh: growth inhibition of WT yeast, mitochondrial fusion screen. mitochondrial fusion phenotypic screen, WT strain. inhibition, % at 10 µM. 2.1% of 190,000 active. AID 1362; in the data active = inhibition above about 58%; tested in S. cerevisiae
MT stabilizer: stabilizes microtubules in HeLa cells | HeLa tubulin immunostaining HCS, 24 h; share of cells brighter than vehicle mean+2SD | % tubulin-high responders, % at 10 µM | 0.83% of 200,000 active;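 active = plate Z-score above 3 for both tubulin-high and condensed-nucleus cell shares, with cell loss under 80%, at 10 µM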;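 also: anti alpha tubulin signal scored within the nucleus-defined area of each cell; some results filed as inactive read as strong as hits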
Myeloid diff MLP: compounds promoting myeloid differentiation; ER-HoxA9 myeloid progenitors, lysozyme-GFP differentiation, flow cytometry; calls only at 10 µM; 1% of 360,000 active;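 active = normalized GFP-positive differentiation at or above the plate's own cutoff, the solvent-only control mean plus 3 SD; inconclusive = no clear call, values can overlap the other calls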;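 also: cells exposed to compound for four days before flow analysis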
West Nile antiviral: inhibition of WNV-induced cytopathic effect – cell-based, CPE readout (AID 1621); 0.02% of 290,000 active; one-dose CPE inhibition, % at 10 µM; IC50 in µM for titrated hits; West Nile virus-infected cells, CPE inhibition; higher % means a stronger effect; in the data active = a potency from the dose series; inconclusive = CPE inhibition mostly from about 3.7% at the one dose, without a potency; inactive = the rest, 99 in 100 with CPE inhibition below about 2.2%; also: strong numbers were not always called active
Hep lipid drop: modulators of hepatic lipid droplet formation; AML12 mouse hepatocytes, oleate lipid droplets, BODIPY imaging; inhibition, % at 6.5 µM; 0.4% of 240,000 active; AID 1656;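 active = lipid droplet intensity inhibited by at least 50%, with more than 500 cells counted; inconclusive = wells with under 300 cells, treated as cytotoxic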
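Material – mouse AML12 hepatocyte cell line, fixed after treatment · Compound dosing – one dose, 6.5 µM compound · Times – compound with oleate, overnight · Measured by – Image-based BODIPY and DAPI two-channel analysis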
WT yeast gro inh mutant strain: further read-out of WT yeast gro inh, marked with its call; inhibition, %; mitochondrial fusion phenotypic screen, mutant strain inhibition
Insulin prom up cell count: second read-out of Insulin prom up, no call of its own (marks repeat the call); cell count; measured here: cytotoxicity, nuclei count;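 total cells summed across four imaged fields per well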
Hep lipid drop cells 6.5 µM: second read-out of Hep lipid drop, no call of its own (marks repeat the call); cell count; measured here: cell count, cytotoxicity flag;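 cells counted across two imaged fields per well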
b-catenin transl cell count 5 µM: recorded beside b-catenin transl, whose call it bears; cell count; measured here: cell count, cytotoxicity flag
T cell modulator vesicle-bound %: further read-out of T cell modulator, marked with its call; double positive events, %; measured here: CD8+ vesicle-bound cell fraction;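 binding gate set so that unloaded-vesicle control wells show 10% double positive cells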
MT stabilizer Hoechst-high %: recorded beside MT stabilizer, whose call it bears; % Hoechst-high responders; measured here: nuclear condensation Hoechst responders;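 share of cells brighter than vehicle mean plus two SD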
MT stabilizer cytotoxicity %: also measured in MT stabilizer; calls as there; toxicity, %; measured here: cytotoxicity by cell density;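 0% = mean cell density of plate MIN control wells and 100% = no cells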
Autophagy mod cell loss 18 h: second read-out of Autophagy mod, no call of its own (marks repeat the call); toxicity, %; measured here: cell loss, nuclei count;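 cell loss after 18 h compound exposure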
Myeloid diff MLP GFP+ MAC1+ %: recorded beside Myeloid diff MLP, whose call it bears; GFP+ MAC1+ double positive, %; measured here: differentiation confirmed by MAC1 staining
Numbers without * were called inactive; i = inactive; ? = inconclusive; . = no result given.

1	COc1ccc(/C=C/C(=O)NNc2c(F)c(F)cc(F)c2F)cc1OC
2	Fc1ccc(N2CCN(C(c3cccs3)c3nnnn3CCc3ccccc3)CC2)cc1 (stereo not drawn)
3	CCCCN1CC(COc2ccccc2)OC1=O (stereo not drawn)
4	Nc1nc(-c2ccc(NC(=O)c3ccco3)cc2)cs1
5	COc1ccc(-c2ccc(C)cc2)cc1[C@H]1[C@@H]2C=CCC[C@@]2(C)C(=O)N1Cc1ccccc1
6	O=C(NCCN=C1NS(=O)(=O)c2ccccc21)c1ccncc1
7	CCOC(=O)C(NCc1ccccc1OC)(NC(=O)CC)C(F)(F)F (stereo not drawn)
8	NC(=O)CCc1nc2cc(C(F)(F)F)ccc2n(Cc2ccccc2)c1=O
9	NC(=O)COC(=O)CNC(=O)c1cc(Cl)cc([N+](=O)[O-])c1
10	CCOc1ccc(CNCc2cccnc2)cc1
Screen / compound no.	1	2	3	4	5	6	7	8	9	10
WT yeast gro inh	-2	10	6	.	.	-37	-20	.	12	-8
Insulin prom up	0.64	.	0.16	.	.	.	-0.17	.	-0.3	.
Myeloid diff MLP	i	i	i	i	i	i	i	i	i	i
Autophagy mod cell loss 18 h	0	-3	-2	.	.	4	-4	.	25	0
MT stabilizer Hoechst-high %	2.0	2.3	2.7	.	.	1.2	1.6	.	4.0	2.3
T cell modulator	i	i	i	i	i	i	i	i	i	i
WT yeast gro inh mutant strain	-13	5	17	.	.	-33	-7	.	-12	3
Insulin prom up cell count	1463	.	1320	.	.	.	1734	.	1385	.
b-catenin transl	-0.2	-0.4	-0.3	.	3.4	.	0.7	.	-0.6	4.4
Hep lipid drop	.	-16	.	-8	-2	2	.	-18	-17	-6
Autophagy mod	i	i	i	.	.	i	i	.	i	i
Hep lipid drop cells 6.5 µM	.	658	.	879	758	768	.	729	704	746
MT stabilizer	3.0	3.1	4.5	.	.	2.0	2.6	.	3.5	2.2
b-catenin transl cell count 5 µM	1441	1205	780	.	966	.	1333	.	1113	511
Myeloid diff MLP GFP+ MAC1+ %	3.5	0.3	1.8	0.3	0.4	8.7	2.8	0.4	0.3	0.6
T cell modulator vesicle-bound %	56	31	7	40	58	34	59	39	63	4
West Nile antiviral	-0.2%	-0.6%	0.1%	-0.7%	1.0%	0.6%	-0.5%	-0.5%	0.0%	0.4%
MT stabilizer cytotoxicity %	4.5	5.9	12	.	.	6.4	5.8	.	1.7	7.2

Entries of single compounds from above. Order of screens: WT yeast gro inh	Insulin prom up	Myeloid diff MLP	Autophagy mod cell loss 18 h	MT stabilizer Hoechst-high %	T cell modulator	WT yeast gro inh mutant strain	Insulin prom up cell count	b-catenin transl	Hep lipid drop	Autophagy mod	Hep lipid drop cells 6.5 µM	MT stabilizer	b-catenin transl cell count 5 µM	Myeloid diff MLP GFP+ MAC1+ %	T cell modulator vesicle-bound %	West Nile antiviral	MT stabilizer cytotoxicity %
Profile of `COc1ccc(/C=C/C(=O)NNc2c(F)c(F)cc(F)c2F)cc1OC` : -2	0.64	i	0	2.0	i	-13	1463	-0.2	.	i	.	3.0	1441	3.5	56	-0.2%	4.5
Profile of `NC(=O)CCc1nc2cc(C(F)(F)F)ccc2n(Cc2ccccc2)c1=O` : .	.	i	.	.	i	.	.	.	-18	.	729	.	.	0.4	39	-0.5%	.
Profile of `CCOC(=O)C(NCc1ccccc1OC)(NC(=O)CC)C(F)(F)F` (stereo not drawn) : -20	-0.17	i	-4	1.6	i	-7	1734	0.7	.	i	.	2.6	1333	2.8	59	-0.5%	5.8

(listing goes on)
11	CN(c1ncc(C(F)(F)F)cc1Cl)N1C(=O)c2cccc(N)c2C1=O
12	CCOC(=O)CSc1nnc(NC(=O)c2cccc(S(=O)(=O)N3CCCC3)c2)s1
13	CN(C)/C=C(\C#N)c1nc2ccccc2[nH]1
14	CC(=O)OCCN(C)c1cc(SC(C)C)c2nonc2c1[N+](=O)[O-]
Screen / compound no.	11	12	13	14
WT yeast gro inh	-5	11	16	31
Insulin prom up	0.05	0.38	.	0.08
Myeloid diff MLP	?	i	i	i
Autophagy mod cell loss 18 h	-24	29	1	-3
MT stabilizer Hoechst-high %	1.8	3.0	0.6	1.9
T cell modulator	i	i	i	i
WT yeast gro inh mutant strain	7	14	15	-23
Insulin prom up cell count	1419	1282	.	1161
b-catenin transl	0.1	.	.	-0.2
Hep lipid drop	-31	-6	-8	13
Autophagy mod	i	i	i	i
Hep lipid drop cells 6.5 µM	606	739	646	707
MT stabilizer	2.1	1.6	2.2	3.9
b-catenin transl cell count 5 µM	971	.	.	969
Myeloid diff MLP GFP+ MAC1+ %	.	3.9	0.9	0.0
T cell modulator vesicle-bound %	46	33	17	40
West Nile antiviral	0.0%	-0.2%	-0.1%	0.0%
MT stabilizer cytotoxicity %	9.3	5.7	72	4.8

Screening results from PubChem BioAssay.
